RECQ1 helicase = inhibitors of human RECQ1 DNA helicase; 0.54% of 240,000 active; Potency, µM (doses to about 57.3 µM), without a hit: top-dose activity, negative = inhibition, actives largely listed as inhibitors; AID 2549; P46063; RECQ1 DNA unwinding, red fluorescence kinetic read;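 note: plate controls were vehicle for no effect and no enzyme for full effect; nearly all actives have a fitted effect of over 30% in size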
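50 nM RECQ1T1 preincubated 15 min with compound in Tris pH 8.0 buffer with MgCl2, DTT, Tween-20 and 2.5 ug/ml poly(dI-dC); started with 200 nM TAMRA/BHQ-2 forked duplex and 2 mM ATP. Unwinding read as fluorescence (525/598 nm), two reads 2 h apart.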
Tau FP inhib = tau fibrillization inhibition (FP). 0.39% of 280,000 active. K18 P301L tau heparin fibrillization, Alexa594 FP, 6 h. AID 1468. Potency, µM (titrated, usually from 57.7 µM), inactives show at the highest dose activity, negative = inhibition, hits mostly inhibitors. P10636; note: % is set by controls: 0 for no effect and ±100 for the full control effect; nearly all actives have a fitted effect of over 55% in size
Target sequence (P10636 561-689 P618L limits assumed): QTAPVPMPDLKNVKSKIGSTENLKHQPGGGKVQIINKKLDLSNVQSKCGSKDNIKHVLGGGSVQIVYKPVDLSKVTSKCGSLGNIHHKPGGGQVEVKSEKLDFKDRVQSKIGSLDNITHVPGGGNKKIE
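Read-out: fluorescence polarization of Alexa 594-labeled tau (0.24 uM), 555 nm excitation, 632 nm emission. Mixtures held 15 uM unlabeled K18 P301L, compound and 20 uM heparin, pH 7 acetate buffer, incubated 6 hr at 37 C.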
TRb-SRC2 inh = TRbeta-SRC2 interaction inhibition; P10828; Potency, µM (titrated, usually from 106 µM), for inactives: at the top dose activity change, negative = inhibition, hits mostly inhibitors; 0.065% of 280,000 active; TRbeta-SRC2 peptide binding, fluorescence polarization; receptor liganded with 1 µM T3; AID 1469;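 note: plate controls were bound peptide for no effect and peptide without receptor for full effect; nearly all actives have a fitted effect of over 50% in size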
Target sequence (P10828 whole entry, looked up): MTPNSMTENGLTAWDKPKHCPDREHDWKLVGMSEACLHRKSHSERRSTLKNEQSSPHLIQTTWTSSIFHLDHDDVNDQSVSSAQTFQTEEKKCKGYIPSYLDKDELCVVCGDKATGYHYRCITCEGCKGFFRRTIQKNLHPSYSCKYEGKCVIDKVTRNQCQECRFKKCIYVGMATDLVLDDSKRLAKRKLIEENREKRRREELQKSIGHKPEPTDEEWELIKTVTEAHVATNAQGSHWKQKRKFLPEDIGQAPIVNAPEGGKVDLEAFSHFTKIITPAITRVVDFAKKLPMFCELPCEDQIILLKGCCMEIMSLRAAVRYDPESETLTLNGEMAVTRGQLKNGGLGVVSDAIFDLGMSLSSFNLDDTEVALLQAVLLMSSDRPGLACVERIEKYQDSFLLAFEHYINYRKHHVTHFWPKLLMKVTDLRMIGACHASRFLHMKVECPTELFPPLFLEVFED
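A fluorescence polarization screen tested compounds at multiple concentrations against complex formation between 0.6 uM TRb ligand-binding domain and 20 nM Texas Red SRC2 peptide, with 1 uM T3 present; readout after 5 hr.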
HTT ATP protect = protects HTT-Q103 PC12 cells, measured by ATP; PC12 HTT-Q103 induced, cytoprotection, ATP luminescence, 40 h; Potency, µM (series often up to 56.4 µM), inactives show cytoprotection (ATP increase), usual class: activators; 0.14% of 230,000 active; AID 1471;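 note: % of control where 0% means no effect; nearly all actives have a fitted effect of over 45% in size; toxic huntingtin expression switched on by the ecdysone agonist tebufenozide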
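Huntington model: PC12 line, ecdysone-inducible HTTQ103 exon1–GFP, tebufenozide 100 nM. Test articles in a dose series. Endpoint luminescence from cellular ATP.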
Tau ThT inhib = blocks human tau fibril formation measured by thioflavin T; recombinant tau K18 P301L, heparin-induced fibrillization, ThT fluorescence; Potency, µM (doses to about 57.4 µM), for inactives: at the top dose activity, negative = inhibition, usual class: inhibitors; 2.1% of 270,000 active; note: % is set by controls: 0 for no effect and ±100 for the full control effect; nearly all actives have a fitted effect of over 55% in size
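K18 P301L tau (15 uM + 0.24 uM Alexa 594-tagged), heparin 20 uM, NaOAc pH 7, 6 h 37 C; ThT 30 uM, 1 h RT, ex 450/em 510 nm.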
TR SRC2 fluor cs = alters Texas Red total fluorescence, flagging assay interference. Potency, µM (series often up to 106 µM), for inactives: top-dose fluorescence change, negative = quenching. 0.29% of 280,000 active. TRb/SRC2 Texas Red total fluorescence interference; active = well fitted curve in either direction with a large enough effect; inconclusive = small, poorly fitted or top-dose-only effect; note: % is set by controls: 0 for no effect and ±100 for the full control effect
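Human TRβ ligand-binding domain (0.6 uM) and Texas Red SRC2 peptide (20 nM) in Tris buffer with 1 uM T3 and 5% DMSO were incubated with pinned compound for 5 hr at ambient temperature. Total fluorescence was computed as S + 2P (555/632 nm).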
Tau fluor cs = counter-screen for tau fibril formation inhibitors. Potency, µM (titrated, usually from 57.7 µM), inactives show top-dose activity change, negative = decrease. tau K18 P301L (four-repeat tau fragment) Alexa594 fluorescence, heparin fibrillization. 0.93% of 280,000 active; note: % is set by controls: 0 for no effect and ±100 for the full control effect; nearly all actives have a fitted effect of over 55% in size
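Human K18 P301L tau (15 uM unlabeled plus 0.24 uM Alexa 594-labeled, final) in 100 mM sodium acetate pH 7 was mixed with compound and 20 uM heparin and incubated 6 hr at 37 C.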
L3MBTL1 block = L3MBTL1 (human) inhibition. AlphaScreen L3MBTL1–H3K9me1 peptide binding. 0.66% of 230,000 active. Potency, µM (series often up to 57.1 µM), for the others: at the highest dose activity, negative = inhibition, usual class: inhibitors. Q9Y468; note: % is set by controls: 0 for no effect and ±100 for the full control effect; nearly all actives have a fitted effect of over 60% in size
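Displacement of a biotinylated histone H3(1-15) peptide monomethylated at Lys9 (75 nM) from L3MBTL1 (50 nM) was measured by AlphaScreen after a 30 min room-temperature compound incubation; cefsulodin titration served as intraplate control.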
* hit, by the source's call; i = inactive; ? = inconclusive; / = not tested or not shown; [ ] = dose if it differs, or a comment. Unless noted, calls come from the whole dose curve; as a rule, active = well fitted curve in the direction sought with a large enough effect; inconclusive = small, poorly fitted or top-dose-only effect, or another doubt; inactive = no such curve, though single readings can be large; an effect the other way counts as inactive or inconclusive. Potency is the fitted concentration of half-maximal effect.

SMILES	RECQ1 helicase	Tau FP inhib	TRb-SRC2 inh	HTT ATP protect	Tau ThT inhib	TR SRC2 fluor cs	Tau fluor cs	L3MBTL1 block
COc1cccc(N2C(=O)CC(Nc3ccc(N4CCOCC4)cc3)C2=O)c1 (centres undefined)	-16%	1%	-8%	-45%[inhibitor]	14µM*	-1%	-25%	-2%
COc1ccc(-c2cn[nH]c2-c2ccc(OCc3ccc([N+](=O)[O-])cc3)cc2O)cc1	-2%	?	-3%	40%[10 µM]	?	10%	?	-10%
Cc1cc(C)nc(N(C#N)S(=O)(=O)c2ccc(Br)cc2)n1	-4%	-7%	0%	-7%	-16%	0%	-5%	/
CCN(CC)CCCNC(=O)CN1C(=O)CCn2nc(-c3cn(C)c4ccccc34)cc21	/	-3%	0%	/	6%	-7%	4%	/
CSc1nc(-c2ccccc2)nc(N)c1C(C)=O	i	-9%	-14%	-4%	-17%	1%	-13%	/
Cc1cccc2sc(NC(=O)c3ccc(NS(=O)(=O)c4cccs4)cc3)nc12	-16%	?	15%	-21%[10 µM]	?	-5%	?	-1%
O=[N+]([O-])c1cccc(CNC2CCCCCC2)c1	i	0%	4%	-14%[10 µM]	3%	-3%	1%	9%
Cc1cc(C[n+]2ccsc2N)c2ncccc2c1	-4%	4%	0%	13%[10 µM]	/	-1%	14%	/
Cc1ccccc1-c1nc(NC2CCNCC2)c2ccccc2n1	-12%	-3%	-3%	-24%	-9%	-2%	-14%	/
COC(=O)c1sccc1NC(=S)N1C(C)CCCC1C (centres undefined)	i	1%	-1%	-39%[inhibitor]	-3%	0%	-1%	/
Cc1cc([N+](=O)[O-])nn1CC(=O)N/N=C/c1ccc(O)cc1O	20%	-4%	0%	8%[10 µM]	/	-1%	-1%	/
CCO[C@@H]1OC(C(=O)N2CCN(Cc3ccc4c(c3)OCO4)CC2)=C[C@H](c2ccc(C(F)(F)F)cc2)[C@H]1CCCO	-2%	?	-3%	9%[10 µM]	-14%	0%	1%	-19%
CC1CCN(C(=O)CN(c2ccc(Oc3ccccc3)cc2)S(C)(=O)=O)CC1	i	4%	-7%	-41%[inhibitor]	-11%	0%	-12%	-2%
O=C(Nc1ccc2c(c1)OCCO2)c1ccco1	-1%	8%	-18%	-37%	-3%	-1%	5%	-7%[11.4 µM]
COc1ccc(NC(=O)c2nc[nH]c2C(=O)N[C@@H](CC(C)C)C(=O)OC(C)(C)C)cc1	i	?	1%	22%[10 µM]	11%	-3%	-29%	/
O=C(NCc1ccccc1)C1COc2ccccc2O1 (centres undefined)	-17%	-1%	-10%	/	-1%	1%	0%	0%
COc1ccc(CC2(C)OC(c3ccncc3)=NN2C(C)=O)cc1 (centres undefined)	i	-1%	-5%	19%	-10%	-2%	-14%	/
CCC(=O)Nc1nnc(S(=O)(=O)N2CCCCCC2)s1	/	11%	-7%	/	?	-7%	?	-2%
O=C(Cc1ccccc1)NCC(=O)OCC(=O)c1ccc(Cl)c([N+](=O)[O-])c1	-1%	0%	-15%	15%[10 µM]	-14%	2%	-14%	6%
CC(=O)c1ccc(N2CCN(C(=O)CCS(=O)(=O)c3ccc(C)cc3)CC2)cc1	i	10%	7%	38%	-10%	0%	6%	/
Cc1ccc(CC(=O)N2CCN(c3ccccc3F)CC2)cc1	i	2%	8%	-17%	-7%	0%	0%	3%
Nc1cc(=O)[nH]c(SCc2cccc(Cl)c2)n1	-6%	-3%	9%	-10%	1%	2%	0%	2%
CC(Oc1ccccc1Cl)C(=O)N(Cc1ccco1)C1CCS(=O)(=O)C1 (centres undefined)	i	7%	5%	6%[0.074 µM]	-2%	-1%	6%	9%
CN1CCN(c2nc(-c3cccs3)nc3ccccc23)CC1	-3%	1%	-7%	-4%[1.9 µM]	4%	12%	-5%	-19%
COc1ccc(C2NCCc3c2[nH]c2ccccc32)cc1CN1CCc2cc(OC)c(OC)cc2C1C (centres undefined)	-3%	/	-2%	-6%[10 µM]	/	-5%	/	/
O=C1CCCc2nc(N3CCN(c4ccccc4)CC3)ncc21	-1%	8%	5%	7%	?	0%	4%	-2%
Cc1ccc(CNC(=O)c2ccc(Cn3c(=O)c4ccccc4n(CC(=O)Nc4c(C)cc(C)cc4C)c3=O)cc2)cc1	/	-11%	5%	/	-8%	1%	-11%	/
CCCCNC(=O)c1ccc2c(c1)NC(=O)C(CS(=O)(=O)Cc1ccc(C)cc1)N2 (centres undefined)	/	-10%	2%	/	-12%	-5%	-7%	/
Cc1cccc(Cc2c(C)nc3nc(SCc4cccc(F)c4)nn3c2C)c1	/	9%	-5%	/	-6%	0%	-2%	/
C/C(=N\NC(=S)NC(C)C)c1ccc2c(c1)OCCO2	i	4%	-6%	-6%[10 µM]	?	0%	-17%	-15%
COc1ccc(-c2nc(CSCC(=O)N3CCN(c4ccc(OC)cc4)CC3)c(C)o2)cc1	/	2%	0%	/	?	-2%	-29%	/
CCCCn1c(CNC(=O)c2cccs2)nc2ccccc21	i	-1%	0%	24%[10 µM]	-1%	-1%	-4%	27%
O=C(NNS(=O)(=O)c1ccccc1[N+](=O)[O-])c1cccc([N+](=O)[O-])c1	-3%	-11%	-4%	/	-9%	-1%	-11%	3%
COc1ccc(OCC(=O)N2CCN(c3nnc(-c4ccccc4)c4ccccc34)CC2)cc1	-12%	0%	-14%	-53%[inhibitor]	?	0%	-10%	-11%
CN(C)c1ncnc2c1ncn2C1OC(CO)C(O)C1O (centres undefined)	i	-3%	-1%	-103%[inhibitor]	-4%	-5%	-4%	/
Cc1ccc(C)c(N(CC(=O)Nc2cc(Cl)ccc2Oc2ccccc2)S(C)(=O)=O)c1	-18%	-2%	1%	-14%	6%	1%	-17%	-6%
Cc1nnc(NC(=O)C2c3ccccc3Oc3ccccc32)s1	i	-11%	2%	-17%[10 µM]	-9%	-4%	-9%	-11%
CCCC(C)NC(=O)c1ccc(F)cc1 (centres undefined)	-13%	3%	-2%	-13%	11%	-7%	13%	-3%[11.4 µM]
COc1cccc2c1cc1c(=O)n(CC(=O)N3CCN(c4cccc(C)c4C)CC3)nc(C)n12	/	6%	4%	/	8%	4%	15%	/
Cc1ccc(NC(=S)NNC(=O)c2ccc(N3CCOCC3)c([N+](=O)[O-])c2)cc1Cl	6%	?	-2%	19%[10 µM]	11µM*	-1%	?	-6%
CCOP(=O)(OCC)c1nc(/C=C/c2ccccc2)oc1NCc1ccc(OC)cc1	-15%	5%	8%	9%[10 µM]	?	-1%	-23%	/
CCCOc1ccc(OC(=O)c2cn(-c3ccc(OC)cc3)c(=O)c3ccccc23)cc1	/	-14%	-1%	/	-6%	-15%	-9%	/
CC(C)(C)c1nc2c(Br)cc(Br)cc2c(=O)o1	-4%	2%	-7%	-13%[10 µM]	-6%	-1%	-5%	17%
COc1ccc(NC(=O)CCS(=O)(=O)c2cc3c(cc2C)NC(=O)CO3)cc1Cl	/	-7%	8%	/	-15%	6%	?	/
COC(=O)c1ccc2c(=O)n3c(nc2c1)SCC(c1ccccc1)=N3	2%	4%	7%	14%	1%	-4%	2%	-11%
Cc1ccc(N(CC(=O)N2CCN(c3cc(C)ccc3C)CC2)S(=O)(=O)c2c(C)nn(C)c2C)cc1	/	-5%	7%	/	?	-1%	-19%	/
CC(=O)Nc1cccc(Oc2ncnc3scc(-c4ccc(C)cc4)c23)c1	-14%	?	8%	-10%[10 µM]	-11%	-1%	?	-10%
CCCCCCSC1=C(C#N)C(c2ccccc2)CC(=O)N1 (centres undefined)	-1%	0%	-7%	-14%	-10%	-1%	-6%	/

Pulled by structure from the list above:
SMILES	RECQ1 helicase	Tau FP inhib	TRb-SRC2 inh	HTT ATP protect	Tau ThT inhib	TR SRC2 fluor cs	Tau fluor cs	L3MBTL1 block
O=C1CCCc2nc(N3CCN(c4ccccc4)CC3)ncc21	-1%	8%	5%	7%	?	0%	4%	-2%
COc1ccc(OCC(=O)N2CCN(c3nnc(-c4ccccc4)c4ccccc34)CC2)cc1	-12%	0%	-14%	-53%[inhibitor]	?	0%	-10%	-11%
Cc1ccc(C)c(N(CC(=O)Nc2cc(Cl)ccc2Oc2ccccc2)S(C)(=O)=O)c1	-18%	-2%	1%	-14%	6%	1%	-17%	-6%
O=C(NCc1ccccc1)C1COc2ccccc2O1 (centres undefined)	-17%	-1%	-10%	/	-1%	1%	0%	0%

Further structures
SMILES	RECQ1 helicase	Tau FP inhib	TRb-SRC2 inh	HTT ATP protect	Tau ThT inhib	TR SRC2 fluor cs	Tau fluor cs	L3MBTL1 block
COc1cccc(C(=O)C2CCCN(Cc3cccc(-n4cccn4)c3)C2)c1 (centres undefined)	6%	0%	2%	23%[10 µM]	-5%	-1%	-9%	-10%
Cc1cc(C(=O)NCCCN2CCN(C3CCCCC3)CC2)n(-c2ccccc2)n1	10%	2%	-5%	22%[10 µM]	5%	-2%	1%	-6%
COc1ccc(/C=N/NC(=O)c2cnccn2)c(OC)c1OC	i	-1%	0%	5%[10 µM]	-6%	-5%	4%	-1%
Cc1ccn2c(=O)c(C(=O)NCCc3ccccc3)c(O)nc2c1	/	-3%	-7%	/	-13%	2%	2%	/
CCOC(=O)c1c(C)[nH]c(C)c1S(=O)(=O)N1CCCC(C(=O)N2CCN(c3ccc(Cl)cc3)CC2)C1 (centres undefined)	/	-1%	-6%	/	-17%	-5%	-28%	/
COc1ccccc1OCc1ccc(C(=O)N(C)C)o1	-2%	?	0%	13%	-15%	0%	-6%	-6%
CCc1cc2ccccc2nc1SCC(=O)Nc1cc(C)on1	-3%	-12%	-17%	-8%	-2%	-1%	-10%	3%
Cc1[nH]n(-c2ccc([N+](=O)[O-])cc2)c(=O)c1C=NCCN1CCN(C(=O)c2ccc(F)cc2)CC1	-12%	3%	0%	-59%[inhibitor]	?	-3%	-12%	/
CC(C)(C)c1cc(C(=O)NN)n(Cc2ccc(Cl)cc2Cl)n1	i	2%	-2%	-6%[10 µM]	-5%	-3%	-16%	0%
CC(C)CCNC(=O)c1onc(CSc2ccc(Cl)cc2)c1C(=O)NCCC(C)C	-14%	-5%	6%	5%[10 µM]	8%	-1%	-3%	/

From PubChem

The list is partial; rates above refer to the full screens.
